Screening results as filed in PubChem.
WT yeast gro inh: growth inhibition of WT strain, primary screen, mitochondrial fusion inhibitor project, WT and mutant strains, chemical genetic; mitochondrial fusion phenotypic screen; inhibition, % at 10 µM; 190,000 tested, 2.1% active; in the data active = inhibition above about 58%; tested in S. cerevisiae
TNAP activators: human TNAP enzyme activators, primary screen, biochemical, luminescent, no phosphate acceptor, uHTS (AID 1001); Alkaline phosphatase, tissue-nonspecific isozyme (Homo sapiens); purified TNAP, luminescent activation assay, no phosphate acceptor; higher activation fold means a stronger effect; activation fold at 20 µM; hits with a dose series show EC50 in µM; 200,000 tested, 0.03% active; in the data active = activation fold from about 3, or a potency from the dose series; inactive = the rest, 99 in 100 with activation fold below about 1.6; note: many of its hits are not listed in these tables
Siah-1 displacement: Siah-1 peptide-binding antagonists, primary screen, biochemical, fluorescence polarization, rhodamine-plectin, uHTS (AID 1817); E3 ubiquitin-protein ligase SIAH1 (Homo sapiens); Siah-1 / rhodamine-plectin peptide fluorescence polarization; higher % means a stronger effect; one-dose displacement, % at 20 µM; IC50 in µM for titrated hits; 290,000 tested, 0.02% active;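 active = displacement of at least 50% at 20 µM, with a fluorescence ratio check between 0.3 and a set limit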;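 note: plate controls were Siah plus tracer with DMSO for no effect and tracer alone without Siah for full effect; strong numbers were not always called active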
human PMI inhibitors: human PMI inhibitors, high substrate, primary screen, biochemical, fluorescence intensity, high mannose 6-phosphate (AID 1220); recombinant PMI enzyme, coupled fluorescence intensity; higher % means a stronger effect; one-dose inhibition, % at 20 µM; IC50 in µM for titrated hits; 190,000 tested, 0.66% active; Mannose-6-phosphate isomerase (Homo sapiens)
Myeloid diff 2: induction of myeloid progenitor differentiation, primary screen, cell-based, flow cytometry, MLPCN library; AID 624256, 2012; ER-HoxA9 myeloid progenitors, lysozyme-GFP differentiation; 360,000 tested, 1% active; calls only at 10 µM;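 active = normalized GFP-positive differentiation at or above the plate's own cutoff, the solvent-only control mean plus 3 SD; inconclusive = no clear call, values can overlap the other calls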;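 note: cells exposed to compound for four days before flow analysis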
XIAP displacement: XIAP antagonists, biochemical, IAP family, fluorescence polarization (AID 1018); E3 ubiquitin-protein ligase XIAP (Homo sapiens); XIAP BIR domain, fluorescence polarization peptide displacement; higher % means a stronger effect; one-dose displacement, % at 20 µM; IC50 in µM for titrated hits; 200,000 tested, 0.007% active; in the data active = displacement above about 50%; note: a part of the inactive calls stands beside numbers as strong as those of hits
human PMI inhibition: inhibitors of human PMI, primary screen, biochemical, fluorescence intensity, coupled assay (AID 1209); Mannose-6-phosphate isomerase (Homo sapiens); purified PMI enzyme, coupled fluorescence intensity; higher % means a stronger effect; inhibition, % at 20 µM; hits with a dose series show IC50 in µM; 190,000 tested, 0.42% active;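 note: plate controls were DMSO vehicle for no effect and wells lacking substrate for full effect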
RSV antiviral HEp-2: RSV antiviral activity via CPE protection, HEp-2 cells, primary 10 µM value included (AID 2391). HEp-2 cells, RSV-induced CPE inhibition; higher % means a stronger effect. CPE inhibition, % at 10 µM, or IC50 in µM where a hit was titrated. 310,000 tested, 0.13% active; in the data active = a potency from the dose series; inconclusive = CPE inhibition mostly from about 23% at the one dose, without a potency; inactive = the rest, 99 in 100 with CPE inhibition below about 21%; note: strong numbers were not always called active
Salmonella PhoP GFP: inhibitors of PhoP regulon expression, primary screen, Salmonella Typhimurium, GFP reporter (AID 1863) | S. Typhimurium PhoP-regulated promoter GFP reporter, 4 h; higher % means a stronger effect | inhibition, % at 50 µM; hits with a dose series show IC50 in µM | 300,000 tested, 0.16% active;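 active = inhibition over 29.93%, a cutoff 3 SD above the screen mean, later confirmed by dose response; inconclusive = inhibition over 29.93% but no dose response follow-up; inactive = inhibition at most 29.93% or unconfirmed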;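 note: 0% = low Mg2+ inducing control and 100% = high Mg2+ repressing control; strong numbers were not always called active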
WT yeast gro inh mutant strain: also measured in WT yeast gro inh; calls as there; inhibition, %; mitochondrial fusion phenotypic screen, mutant strain inhibition
Myeloid diff 2 GFP+ MAC1+ %: second read-out of Myeloid diff 2, no call of its own (marks repeat the call); GFP+ MAC1+ double positive, %; measured here: differentiation confirmed by MAC1 staining
The depositor's hits bear a star; i = inactive; ? = inconclusive; . = no result given. Cut-off read from the data, not from the text of the source, unless noted: active = inhibition above about 50%; inactive = the rest.

SMILES	WT yeast gro inh	WT yeast gro inh mutant strain	TNAP activators	Siah-1 displacement	human PMI inhibitors	Myeloid diff 2	Myeloid diff 2 GFP+ MAC1+ %	XIAP displacement	human PMI inhibition	RSV antiviral HEp-2	Salmonella PhoP GFP
Cn1c(SCC(=O)N2CCc3ccccc32)nnc1C1CC1	-3	6	1.1	0%	2%	i	2.2	-1.7%	-3%	1.0%	-3%
Cc1ccc(NC(=O)/C(C#N)=C/c2ccc(C)s2)c(C)c1	-9	-8	1.2	-5%	0%	i	0.8	-8.4%	1%	0.2%	-39%
O=C(COc1ccccc1)N1CCN(S(=O)(=O)Cc2ccccc2)CC1	0	10	1.1	2%	1%	i	1.6	-4.1%	-5%	1.5%	-16%
CCCS(=O)(=O)N1CCC(C(=O)Oc2ccc(OC)cc2)CC1	.	.	.	-3%	.	i	1.1	.	.	1.2%	3%
O=C(O)CCC(NC(=O)C(Cc1ccc2c(c1)OCO2)NC(=O)c1ccccc1)C(=O)O (stereo not given)	12	13	1.1	2%	-5%	.	.	-0.5%	1%	.	5%
CC(Sc1nnc(COc2ccc([N+](=O)[O-])cc2)n1-c1ccccc1)C(=O)O (stereo not given)	-12	-11	1	9%	-2%	i	0.1	-4.4%	-3%	-0.9%	1%
Cc1c(NC(=O)c2ccc(Cl)nc2)cccc1-c1nc2cccnc2s1	.	.	.	2%	.	i	0.1	.	.	2.9%	1%
O=C(c1ccco1)n1nc(-c2ccccc2)nc1NCc1ccco1	-7	-25	0.8	4%	17%	i	0.8	-6.3%	20%	1.1%	-5%
Cc1cc(SCC(=O)c2cccs2)nc2ccccc12	18	0	1	-1%	-8%	i	0.1	-1.0%	0%	13%	1%
C=CC(=O)Nc1ccc(Br)cc1	22	49	1.1	0%	-6%	i	1.3	-1.7%	-4%	12%	27%
CCC1CCCCN1CCCNC(=O)CN1C(=O)COc2ccc(S(=O)(=O)N3CCC(C)CC3)cc21 (stereo not given)	.	.	.	2%	.	?	.	.	.	-2.2%	-7%
C1CCc2nnc(C3CC3)n2CC1	4	8	1.1	0%	4%	i	0.1	-5.6%	-6%	-1.2%	-4%
CCOc1ccc(C2C(C(=O)OC)=CN(C(C)c3ccccc3)C=C2C(=O)OC)cc1 (stereo not given)	.	.	.	12%	.	i	0.5	.	.	7.1%	3%
O=C(CCc1ccccc1)Nc1ccccc1[N+](=O)[O-]	4	-1	1.1	-3%	2%	i	0.1	-4.3%	10%	1.6%	-6%
NCCCCC(NC(=O)C1CCCN1C(=O)C1CSSCC(N)C(=O)NC(Cc2ccc(O)cc2)C(=O)NC(Cc2ccccc2)C(=O)NC(CCC(N)=O)C(=O)NC(CC(N)=O)C(=O)N1)C(=O)NCC(N)=O (stereo not given)	-14	-11	1.1	-1%	-4%	.	.	-3.2%	2%	.	-3%
Cc1cc(N2CCN(c3ccccc3)CC2)nc(-c2ccccc2)n1	7	9	1	-4%	-1%	i	1.5	-6.0%	11%	14%	7%
O=C(Nc1cccc(-c2cccc(F)c2)c1)C1CCN(Cc2ccc(CO)o2)CC1	.	.	.	-3%	.	?	.	.	.	4.5%	-4%
CCOc1ccc2c(c1)S/C(=C\c1cccs1)C(=O)N2	.	.	.	-4%	.	i	0.4	.	.	-0.7%	-15%
Cc1cc(C)c(C#N)c(=N)o1	2	1	1.1	1%	7%	i	0.8	-3.6%	19%	2.1%	-6%
CN(CCNC(=O)Cn1c(=O)sc2ccccc21)Cc1ccccc1	-3	5	0.8	-3%	-3%	i	3.4	-5.9%	-10%	-1.3%	-5%
Cc1ccccc1C(=O)NC1CCSC1=O (stereo not given)	.	.	.	3%	.	i	0.6	.	.	1.2%	8%
CNC(=O)Cn1c(=O)n(C)c2ccccc21	1	0	1.1	0%	0%	i	1.0	-3.8%	2%	0.4%	3%
COc1ccccc1CNc1cc(C)ccn1	.	.	.	-5%	.	i	0.7	.	.	1.7%	1%
CCOC(=O)Nc1ccc(C)cc1C	24	10	1.2	-3%	-4%	i	0.2	-2.5%	-3%	2.4%	32%
COc1cc(NS(=O)(=O)c2ccc(NC(=O)CSC3=NCCS3)cc2)nc(OC)n1	18	42	1.2	-2%	6%	.	.	-3.2%	10%	0.3%	-2%
Cc1ccccc1CN(C)Cc1cc(=O)oc2c(C)c(C)ccc12	.	.	.	-1%	.	i	1.4	.	.	9.1%	5%
CCN(CC)C(=O)CN1CCC(c2nc3cc(C)c(C)cc3[nH]2)CC1	.	.	.	-4%	.	i	0.3	.	.	0.4%	-3%
COc1ccc(NC(=O)C2CCCN2C(=O)NC2CCCCC2)cc1 (stereo not given)	.	.	.	2%	.	i	1.1	.	.	1.1%	5%
COCCn1c(CN2CCN(C(=O)c3ccco3)CC2)nc2c1c(=O)n(C)c(=O)n2C	.	.	.	-2%	.	i	2.4	.	.	0.0%	2%
CC(C)[C@H](NC(=O)N1CCn2c1nc1ccccc12)C(=O)NCc1ccccc1Cl	.	.	.	-1%	.	i	0.4	.	.	36µM*	-4%
CCC(CC)C(=O)NCCc1cc2ccc(C)cc2[nH]c1=O	2	5	1.1	1%	14%	i	2.2	-8.1%	16%	-0.5%	5%
O=c1c(-c2ccc3c(c2)OCCO3)coc2c(CN3CCOCC3)c(O)ccc12	10	14	1.1	-2%	19%	i	1.0	-2.1%	3%	-1.1%	2%
C=CCNc1ccc(N2C(=O)C3CCC(C)CC3C2=O)cc1[N+](=O)[O-] (stereo not given)	15	9	0.9	9%	-1%	.	.	-3.5%	1%	-0.9%	4%
COc1ccc(C(=O)N2CCN(C3CCCCC3)CC2)cc1OC	.	.	.	17%	.	i	0.3	.	.	0.7%	13%
O=C(COc1ccc2ccccc2c1)NCC1CCCO1 (stereo not given)	.	.	.	11%	.	i	4.4	.	.	1.3%	-2%
C=CCNC(=O)c1ccc2c3n(nc2c1)-c1ccccc1CO3	.	.	.	-2%	.	i	2.0	.	.	0.4%	-6%
CC(Oc1ccccc1)C(=O)Nc1nnc(S(=O)(=O)N2CCCCC2)s1 (stereo not given)	.	.	.	1%	.	i	0.5	.	.	1.4%	-7%
Cc1cc(C)cc(N(CC(=O)NCc2ccccc2)C(=O)CCC(=O)Nc2ccccn2)c1	.	.	.	-2%	.	i	1.7	.	.	2.1%	-3%
Cc1cc(S(=O)(=O)N2CCCOC2CNC(=O)C(=O)NCc2ccco2)ccc1F (stereo not given)	-3	-11	1.1	-1%	8%	i	0.0	-7.7%	2%	-0.2%	7%
COc1ccc(C)cc1NC(=O)CCNS(=O)(=O)c1ccc2c(c1)CC(C)N2C(C)=O (stereo not given)	.	.	.	2%	.	i	6.3	.	.	0.6%	2%
CC1CCc2sc(C(=O)OC(C)C(=O)Nc3ncc(Cl)cc3Cl)cc2C1 (stereo not given)	-4	-5	1	-3%	-11%	.	.	-8.7%	-17%	-0.8%	3%
O=C(NC1(C(F)(F)F)Oc2ccccc2O1)N1CCCC1	-2	-4	0.8	0%	17%	i	0.4	-2.1%	34%	2.0%	-2%
Oc1c(Br)cc(/C=N/NC(=S)NCc2ccco2)cc1Br	.	.	.	-3%	.	i	0.5	.	.	2.0%	-11%
O=C(N/N=C/c1ccoc1)c1ccc(Br)cc1	.	.	.	-2%	.	i	0.0	.	.	1.7%	1%
Cc1ccc(C(=S)NCS(=O)(=O)c2ccc(C)cc2)cc1	7	10	0.9	0%	14%	i	1.6	1.0%	4%	0.2%	-3%
Cc1nc2ccc(C(=O)N3CCN(Cc4ccccc4)CC3)cc2[nH]1	.	.	.	1%	.	i	0.6	.	.	3.4%	7%
CNC(=O)N(C1=NCC(C)S1)c1ccc(F)cc1F (stereo not given)	-12	6	1	-2%	3%	i	1.2	-1.7%	2%	3.6%	4%
CCOC(=O)c1c(C)n(C)c2ccc(OC(C)=O)cc12	-16	3	1.1	-1%	-1%	i	1.1	-6.2%	0%	4.8%	4%
COc1ccc(NS(=O)(=O)c2cccc(C(=O)O)c2)cc1	-5	-6	1	-3%	0%	i	11	-5.3%	-14%	0.7%	4%
CCOc1ccccc1NC(=O)CN1CCC(C(=O)c2ccc(OC)cc2)CC1	.	.	.	-2%	.	i	0.5	.	.	0.1%	13%
COc1ccccc1C1CC(c2ccccc2)Nc2ncnn21 (stereo not given)	-9	6	1.1	0%	5%	i	7.7	-2.5%	1%	.	-1%
Cc1ccccc1N(C(=O)Cn1nnc2ccccc21)C(C(=O)NCc1ccco1)c1ccncc1 (stereo not given)	9	-4	1.1	-2%	3%	i	0.8	-5.4%	7%	0.9%	-1%
CNC(=O)C1CC(=O)N(c2ccc(OCC(=O)NCc3ccccc3)cc2)C1 (stereo not given)	.	.	.	-8%	.	i	0.7	.	.	0.8%	0%
COc1ccc(CC(NC(C)=O)C(=O)NC2CCN(c3nc(C)cc(C)c3C#N)CC2)cc1 (stereo not given)	6	-3	1.1	9%	-29%	i	0.5	-3.8%	-11%	0.2%	-2%

6 compounds drawn at random from those above:
SMILES	WT yeast gro inh	WT yeast gro inh mutant strain	TNAP activators	Siah-1 displacement	human PMI inhibitors	Myeloid diff 2	Myeloid diff 2 GFP+ MAC1+ %	XIAP displacement	human PMI inhibition	RSV antiviral HEp-2	Salmonella PhoP GFP
CCOc1ccccc1NC(=O)CN1CCC(C(=O)c2ccc(OC)cc2)CC1	.	.	.	-2%	.	i	0.5	.	.	0.1%	13%
Cc1ccccc1N(C(=O)Cn1nnc2ccccc21)C(C(=O)NCc1ccco1)c1ccncc1 (stereo not given)	9	-4	1.1	-2%	3%	i	0.8	-5.4%	7%	0.9%	-1%
COc1ccc(CC(NC(C)=O)C(=O)NC2CCN(c3nc(C)cc(C)c3C#N)CC2)cc1 (stereo not given)	6	-3	1.1	9%	-29%	i	0.5	-3.8%	-11%	0.2%	-2%
O=C(NC1(C(F)(F)F)Oc2ccccc2O1)N1CCCC1	-2	-4	0.8	0%	17%	i	0.4	-2.1%	34%	2.0%	-2%
Cc1nc2ccc(C(=O)N3CCN(Cc4ccccc4)CC3)cc2[nH]1	.	.	.	1%	.	i	0.6	.	.	3.4%	7%
COc1ccc(NS(=O)(=O)c2cccc(C(=O)O)c2)cc1	-5	-6	1	-3%	0%	i	11	-5.3%	-14%	0.7%	4%
